ERa coact inh – ER-alpha (human) coactivator binding inhibition; TR-FRET ER-alpha LBD / SRC-1 peptide, estradiol-bound; inhibition, % at 25.6 µM; 1.7% of 86,000 active; AID 629; in the data active = inhibition above about 50%;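 also: 0% = receptor plus peptide control and 100% = peptide only without receptor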
Target sequence (P03372 whole entry, looked up, the tested form may be a part): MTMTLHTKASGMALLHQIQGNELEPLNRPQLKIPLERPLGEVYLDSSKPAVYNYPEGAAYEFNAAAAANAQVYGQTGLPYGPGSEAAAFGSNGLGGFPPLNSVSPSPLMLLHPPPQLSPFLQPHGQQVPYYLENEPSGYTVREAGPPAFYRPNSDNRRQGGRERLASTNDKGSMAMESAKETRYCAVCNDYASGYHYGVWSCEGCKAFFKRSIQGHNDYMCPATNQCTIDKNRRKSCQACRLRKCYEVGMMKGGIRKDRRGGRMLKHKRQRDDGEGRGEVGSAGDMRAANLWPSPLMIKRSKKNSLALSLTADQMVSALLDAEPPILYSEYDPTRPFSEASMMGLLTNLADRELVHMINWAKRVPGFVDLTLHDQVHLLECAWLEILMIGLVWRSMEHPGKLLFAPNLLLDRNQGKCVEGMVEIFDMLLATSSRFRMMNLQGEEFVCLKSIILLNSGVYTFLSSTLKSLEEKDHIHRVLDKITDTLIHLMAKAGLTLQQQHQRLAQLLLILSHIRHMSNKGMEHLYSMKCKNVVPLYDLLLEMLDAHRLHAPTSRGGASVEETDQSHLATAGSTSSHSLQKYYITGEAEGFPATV
Fibroblast inh – blocks proliferation of human lung fibroblasts; LL 47 human lung fibroblast viability, ATP luminescence; stronger effect = lower value; 1.1% of 85,000 active; viability, % at 10 µM; AID 719;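 active = viability at or below 50% in the single dose screen; inactive = viability above 50%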;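 also: compound exposure lasted 72 h before the ATP readout; 100% = median luminescence of untreated cell-only wells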
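Material: human LL 47 lung fibroblast cells; quantity: 1,150 cells/well; medium: IMEM plus 15% FBS; doses: 0.1% DMSO in all compound wells; timing: overnight attachment after seeding, then 72 h compound exposure at 37 °C; detection: CellTiter-Glo luminescence; measure: % viability of median cell-only signal; controls: cell-only wells, no compound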
H69AR inhibit – growth inhibitors of human H69AR lung tumor cells | H69AR lung tumor viability, ATP luminescence, 72 h; stronger effect = lower value | viability, % at 10 µM | 6% of 85,000 active;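 active = viability at or below 40%; inactive = viability above 40%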;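 also: multidrug resistant small cell line overexpressing MRP-1 efflux transporter; 100% = mean luminescence of untreated control wells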
MT1-MMP txn act – MT1-MMP promoter transcription activation; HT1080 MT1-MMP promoter luciferase reporter, luminescence, overnight; stronger effect = higher value; activation factor at 10 µM; 0.16% of 86,000 active;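 active = activation factor of at least 2 for MT1-MMP transcription at 10 µM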
HUVEC inhibit – human endothelial cell proliferation inhibition. HUVEC proliferation, CellTiter-Glo luminescence, 72 h; stronger effect = lower value. 1.1% of 86,000 active. viability, % at 10 µM (by protocol). AID 648;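 active = viability at or below 30%; inactive = viability above 30%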;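 also: 100% = median luminescence of DMSO-only cell control wells on each plate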
CD11b adhes enh – enhancers of human CD11b/CD18 binding to fibrinogen | activation, % at 10 µM | 0.07% of 93,000 active | K562 CD11b/CD18 adhesion to fibrinogen, ATPlite luminescence | P05107+P11215;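 active = 10 µM primary screen giving 50% or more activity, confirmed by 40% or more on retest at that dose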; also: strong numbers were not always called active
Smad3 FoxH1 inh – inhibitors of human Smad3 transcription factor binding. inhibition, % at 25 µM. AID 630. TR-FRET Smad3/Dy647-FoxH1 peptide binding, europium anti-His. P84022. 0.29% of 88,000 active;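 active = compounds that reduce the energy-transfer binding signal between the protein and its labelled peptide by more than half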;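 also: 0% = Smad3 plus labelled peptide maximal FRET and 100% = peptide-only background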
Target sequence (P84022 whole entry, looked up): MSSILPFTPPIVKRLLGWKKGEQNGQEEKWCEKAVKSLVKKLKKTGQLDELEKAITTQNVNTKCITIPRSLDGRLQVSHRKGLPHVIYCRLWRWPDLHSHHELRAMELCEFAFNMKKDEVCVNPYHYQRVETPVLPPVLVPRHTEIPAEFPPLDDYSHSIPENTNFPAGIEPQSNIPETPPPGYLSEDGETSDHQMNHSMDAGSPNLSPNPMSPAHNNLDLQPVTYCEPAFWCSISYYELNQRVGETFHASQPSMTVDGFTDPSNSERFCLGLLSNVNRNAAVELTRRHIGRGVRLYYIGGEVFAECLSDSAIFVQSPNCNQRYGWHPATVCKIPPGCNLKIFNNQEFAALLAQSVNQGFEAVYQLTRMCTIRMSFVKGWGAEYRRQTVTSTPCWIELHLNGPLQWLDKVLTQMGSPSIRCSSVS
ERa SRC1 pot – enhances coactivator binding to human estrogen receptor alpha; P03372; TR-FRET ERalpha-LBD/SRC-Cy5 coactivator binding, 2 h; 100 = basal binding, no effect; coactivator binding (% of control), % at 25.6 µM; 1.3% of 86,000 active; AID 639; in the data active = activity above about 200%;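 also: binding measured in presence of low estradiol as agonist stimulus; 0% = peptide alone without receptor and 100% = receptor with peptide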
ERb coact inh – ER-beta (human) coactivator binding inhibition | Q92731 | TR-FRET ER-beta LBD / SRC1-Cy5 peptide binding; receptor agonist-loaded with 1 µM estradiol | inhibition, % at 25.6 µM | 1.3% of 86,000 active | AID 633;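 active = compounds whose percent inhibition of the receptor-coactivator binding signal exceeds about 50% in the single-dose screen, limit read from the data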;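 also: 0% = receptor plus peptide wells without compound and 100% = peptide-only wells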
The depositor's hits bear a star; / = not tested or not shown; [ ] = another dose, or the depositor's remark. These rows are one share of the data; count on the stated rates, not on these rows.

SMILES	ERa coact inh	Fibroblast inh	H69AR inhibit	MT1-MMP txn act	HUVEC inhibit	CD11b adhes enh	Smad3 FoxH1 inh	ERa SRC1 pot	ERb coact inh
CCOC(=O)C1=C(C)OC(N)=C(C(=O)OCC)C1c1ccncc1 (centres undefined)	-3	101	81	1.3	91	-2	5	102	-6
COc1cccc(CN2CCN(C(=O)c3cccs3)CC2)c1OC	-1	108	93	1.2	101	-5	-1	113	7
O=C(NCCc1ccccc1)C1c2ccccc2C(=O)N1C1CC1 (centres undefined)	10	98	101	1.2	92	0	-3	102	3[fluorescence artefact?]
COC(=O)/C=c1\sc2n(c1=O)C(C)=CC(C)(C)N=2	1[fluorescence artefact?]	103	65	1.1	97	0	7	89	-2[fluorescence artefact?]
CC12CCC(C(=O)NCc3ccco3)(OC1=O)C2(C)C (centres undefined)	-4	108	110	1	102	-2	0	109	4
COc1cc(/C=C2/C(=N)N3C=CSC3=NC2=O)ccc1OCCCOc1c(C)cccc1C	90*[fluorescence artefact?]	94	44	1	77	-7	2	120[fluorescence artefact?]	43[fluorescence artefact?]
CCCn1cnc2cc(NCc3cccc(OC)c3O)ccc21	-8	92	88	1.7	95	0	-3	105	6
Oc1c(Cl)cc(Cl)cc1C=Nc1ccc2c(c1)OCCO2	18	94	87	1.4	51	1	5	89	7
COc1ccc(-c2cc(C(F)(F)F)n3nc(C(=O)NCc4ccco4)cc3n2)cc1OC	6	75	54	1	82	22	-3	140[fluorescence artefact?]	19
CN(C)S(=O)(=O)Nc1ccc(NS(=O)(=O)N(C)C)c(S(=O)(=O)c2ccccc2)c1	-34	97	94	1.4	104	-5	-8	109	-23
CCSc1ccccc1C(=O)Nc1cccc(OC)c1	-4	100	90	1.1	104	1	3	94	-5
COCc1cc(=O)n2[nH]c(C)cc2n1	-5	96	90	1	87	-2	2	101	-2
Cn1c(=O)oc2cc(S(=O)(=O)N3CCC(C(=O)N4CCN(c5ccccc5)CC4)CC3)ccc21	-8	92	95	1	95	-2	-2	152	-13
N#Cc1c(N)nc2c3c(sc(=N)c2c1N)NC(=O)CC3c1ccccc1Cl (centres undefined)	-7	97	113	1.2	93	-3	-2	98	-5
Cc1cccc(C)c1N1CCN(S(=O)(=O)c2ccc(F)cc2)CC1	18	98	93	1	61	-5	3	88	38[fluorescence artefact?]
CCOc1cc(N2CCOCC2)c(OCC)cc1NC(=O)Cc1cn2ccsc2n1	-11	100	90	0.9	101	1	-2	149	-6
O=C(Nc1cccc2ccccc12)c1cn(-c2ccccc2)nc1-c1cccs1	10	103	97	1.1	102	/	0	203*[fluorescence artefact?]	-2[fluorescence artefact?]
C=CCn1c(SCC(=O)NCC(=O)OCC)nnc1-c1cccc(OC)c1	9[fluorescence artefact?]	104	87	1.1	99	1	10[fluorescence artefact?]	116	9
O=c1cc[nH]c2cc(C(F)(F)F)ccc12	9	93	103	1	104	/	0	104	1
CCOC(=O)CC(C#N)c1c[nH]c2ccccc12 (centres undefined)	-9	96	83	1.1	66	6	2	123	-6
c1ccc2c(c1)ncn2CCCCOc1ccc2c(c1)CCC2	1	89	77	/	62	-4	6	73	-9
Cc1noc(C(=O)NCc2cccnc2)c1Cl	-8	101	95	1.4	108	/	-16	87	10[fluorescence artefact?]
O=C1CN(C(=O)c2cnccn2)c2ccccc2N1	0	/	107	1.1	92	-2	3	110	19
CCN(CC)C(=O)CSc1nnc(CCNC(=O)OC(C)(C)C)o1	-3	87	/	1.1	83	-2	6	115	-10
O=C(CSc1nnc(-c2ccccn2)n1Cc1ccccc1)NC1CCCC1	2	102	89	1	102	-4	10	139	-6
Cc1nn(CC(=O)NCCN2CCOCC2)c(=O)c2ccccc12	-3	103	96	1.2	99	-1	-6	108	1
O=S(=O)(Nc1nccs1)c1ccc(NS(=O)(=O)c2cccs2)cc1	-6	112	102	1	99	4	8	129	-3
CCOc1ccc(-n2c(C)nc3cc(C(=O)NCCN4CCOCC4)ccc32)cc1	3	102	82	1.2	101	/	-8	100	-1
COc1ccc(C2C(C(=O)N3CCN(C)CC3)c3ccccc3C(=O)N2C2CCCCC2)cc1 (centres undefined)	-10	85	80	1	89	5	2	113	-9
CCOC(=O)N1CCC(NC(=O)c2cnn3c2NC(c2ccco2)CC3C(F)(F)F)CC1 (centres undefined)	2	99	/	1.2	85	1	-6	101	-1
CCOc1cc(C=O)ccc1OCCCN1C(=O)NC(C)(C)C1=O	5[fluorescence artefact?]	105	87	1	100	0	9	114	-4[fluorescence artefact?]
O=C(C1CCN(S(=O)(=O)c2cccnc2)CC1)N1CCN(c2ccccc2Cl)CC1	-4	98	60	/	103	1	-1	121	-12
Nc1nnc(SCc2cccc(C(F)(F)F)c2)s1	1	91	88	1.3	86	-3	-5	132	1
c1ccc(C(Cc2nc(-c3cccnc3)no2)c2ccccc2)cc1	3	102	81	1.2	113	-5	13	110	2
CCC(=NCCN1CCNCC1)C1=C(O)CC(C)(C)CC1=O	-3	95	102	1	100	0	-8	103	-9[fluorescence artefact?]
COc1ccc(-c2nnc(SCCC(=O)O)n2-c2ccccc2)cc1OC	-5	95	78	1.1	88	-4	-6	115	-9
CCOC(=O)N1CCN(CCC(=O)Nc2ccccc2OC)CC1	-3	110	89	1	100	/	5	101	-3
Cn1c(SCCOc2ccccc2Cl)nnc1-c1cccs1	5	107	83	1.4	106	/	-11	87	16
O=S(=O)(Cc1ccccc1)N1CCN(Cc2ccccc2)CC1	1	95	94	1.2	98	/	-2	90	12[fluorescence artefact?]
COc1ccccc1CNS(=O)(=O)c1c(C)[nH]c(=O)[nH]c1=O	2	101	101	/	86	-4	9	97[fluorescence artefact?]	5
NC(=O)NC(=O)CSc1nc(-c2ccccc2)c(-c2ccccc2)n1CC1CCCO1 (centres undefined)	1	95	36*	1.2	112	0	-6	105	-6
O=C(c1nc2ncccn2n1)N1CCc2ccccc2C1	0	98	84	1.2	111	-6	-6	141[fluorescence artefact?]	-2[fluorescence artefact?]
CCCN(CCC)C(=O)CCS(=O)(=O)c1cccc2nsnc12	6	103	93	1	93	-3	14	108	11[fluorescence artefact?]
CSc1nc(SCC(=O)NCc2ccco2)c2c3c(sc2n1)CN(C)CC3	52*[fluorescence artefact?]	89	63	1	77	/	11	58[fluorescence artefact?]	35
CCCCn1nnnc1SCC(=O)N1CCCC1	-9	91	78	1	91	/	31[fluorescence artefact?]	105	-17[fluorescence artefact?]
CC(=O)NC1C(c2nc3ccccc3s2)=C(c2ccccc2)C(=O)N1c1ccc(C)cc1 (centres undefined)	-5	92	86	1.1	94	6	-5	126	-3
Cc1ccc(S(=O)(=O)NCCCCCC(=O)N(C)C)cc1	-3	96	105	1.2	96	2	1	105	-3
Cc1ccc(NC(=O)CCNS(=O)(=O)c2ccc3c(c2)oc(=O)n3C)cc1	15[fluorescence artefact?]	96	68	1.2	101	0	-3	99	19
Cc1ccc(NC(=O)c2onc(C)c2Cl)cc1	-4	87	89	/	80	1	-9	120	-4
Cc1cc(C)nc(NC(=O)CSc2nn(C)c(=S)s2)n1	65*	100	97	1.1	86	1	8	47	33[fluorescence artefact?]
CC(=O)Nc1ccc(N/C=C/C(=O)C(C)(C)C)cc1	11	99	90	1.1	89	-3	4	100	43
Cc1nc(NCc2ccc3c(c2)OCO3)c2oc3ccccc3c2n1	9[fluorescence artefact?]	99	81	1	108	/	0	94	9
CCOC(=O)c1sc(NC(=O)c2ccc(C)o2)nc1C	-3	95	65	1.5	66	-2	-12	115	-2
CCNC(=O)CCc1nc(-c2ccc(C(C)(C)C)cc2)no1	5	98	87	0.7	89	0	-1	111	-1
CCCCCCNC(=O)CSc1nccn1Cc1ccccc1	13	91	98	1.1	81	0	5	92	-3
Brc1ccccc1-c1nnc(CSc2nnnn2-c2ccccc2)o1	51*	96	83	1.2	100	5	4	88	27
C1=C(N2CCOCC2)/C(=C/c2nc3ccccc3[nH]2)CC1	42	100	88	1.4	82	24	1	43[fluorescence artefact?]	72*
CCOC(=O)N1CCC(NC(=O)c2cc(C(=O)Nc3cccc(OC)c3)ccc2CO)CC1	2	95	89	1.2	94	0	7	111	-2
CCN1CCN(C(=O)CCc2nc3ccccc3c(=O)[nH]2)CC1	-2	102	102	1.1	108	3	-2	111	-17
O=C(O)c1cnn2c1NC(c1ccc(F)cc1)CC2C(F)(F)F (centres undefined)	-5	94	97	1.2	98	1	4	96[fluorescence artefact?]	-7
Following part.
SMILES	ERa coact inh	Fibroblast inh	H69AR inhibit	MT1-MMP txn act	HUVEC inhibit	CD11b adhes enh	Smad3 FoxH1 inh	ERa SRC1 pot	ERb coact inh
COc1ccc(C2=NOC(C(=O)NC(C)(C)C)C2)cc1 (centres undefined)	-4	89	95	1.4	99	-3	-6	100	-11
Cn1nccc1C(=O)Nn1cnnc1	3	103	91	1.5	109	-2	-10	114[fluorescence artefact?]	-8[fluorescence artefact?]
COc1ccc(C(=O)Nn2cnnc2)c(OC)c1	0	103	107	1.1	101	4	15[fluorescence artefact?]	94	-5
Cc1cc(NC(=O)CSc2ccc3nnc(-c4ccccc4)n3n2)no1	-8	98	93	1.2	100	3	6	118	-1[fluorescence artefact?]
CCn1c(SCC(=O)Nc2ccc(OCc3ccccc3)cc2)nnc1-c1ccco1	-19	98	/	1.1	103	3	-4	113	8[fluorescence artefact?]
O=C(/C=C\Nc1ccccn1)c1ccccc1	-5	97	83	/	84	-4	-6	113[fluorescence artefact?]	-9
CCn1c(COc2ccc(C)cc2)nnc1SCC(=O)Nc1cc(OC)ccc1OC	3	94	18*	1.1	93	5	-9	98	4[fluorescence artefact?]
Cn1c(SCC(=O)NCc2ccco2)nc2ccccc2c1=O	5	95	93	/	95	-3	10	123	5
COc1cc(C(=O)NC2CC3CCCC(C2)N3CC(=O)Nc2ccccc2)cc(OC)c1OC (centres undefined)	1	99	58	1.1	81	-2	12	115	-3
O=C(NCCc1c[nH]c2ccccc12)c1cc(S(=O)(=O)N2CCCCC2)ccc1N1CCOCC1	-20	94	87	1.2	86	-1	1	96	10
Cc1cc(NC(=O)COC(=O)CCCOc2ccc(Cl)cc2C)no1	-5	94	97	1	99	-4	6	112	0
CCC1CCCCN1C(=O)COc1cc(=O)n(C)c2ccccc12 (centres undefined)	1	96	70	1.2	89	3	-8	78[fluorescence artefact?]	17[fluorescence artefact?]
Cc1cccc(CCNC(=O)C2CCC(=O)N2Cc2ccc(F)cc2)c1 (centres undefined)	-7	102	101	1.1	103	-2	-7	103	0
COC(=O)CSc1nnc(SCc2ccc(Cl)cc2)s1	6	94	103	1.1	103	-2	16[fluorescence artefact?]	102	-3
CC(C)NC(=O)NS(=O)(=O)c1cnccc1NC1CC2CCC1C2 (centres undefined)	-8	102	109	1.4	98	/	13	119[fluorescence artefact?]	-4

Compound profiles, as listed above. Order of screens: ERa coact inh, Fibroblast inh, H69AR inhibit, MT1-MMP txn act, HUVEC inhibit, CD11b adhes enh, Smad3 FoxH1 inh, ERa SRC1 pot, ERb coact inh
Profile of `Cc1cc(NC(=O)COC(=O)CCCOc2ccc(Cl)cc2C)no1` : -5, 94, 97, 1, 99, -4, 6, 112, 0
Profile of `Cn1c(SCC(=O)NCc2ccco2)nc2ccccc2c1=O` : 5, 95, 93, /, 95, -3, 10, 123, 5
Profile of `Cn1nccc1C(=O)Nn1cnnc1` : 3, 103, 91, 1.5, 109, -2, -10, 114[fluorescence artefact?], -8[fluorescence artefact?]

Screens from PubChem.
